High-throughput results: PubChem, several laboratories
STK33 kinase inh = human STK33 kinase inhibition | hit rate 0.073% among 320,000 | inhibition, % at 10 µM | purified STK33, MBP phosphorylation, ADP-Glo luminescence | Q9BYT3 | AID 2661;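 active means inhibition at or above 25%, using the most active replicate where run in duplicate; inactive means inhibition below 25%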
Target sequence (Q9BYT3 whole entry, looked up): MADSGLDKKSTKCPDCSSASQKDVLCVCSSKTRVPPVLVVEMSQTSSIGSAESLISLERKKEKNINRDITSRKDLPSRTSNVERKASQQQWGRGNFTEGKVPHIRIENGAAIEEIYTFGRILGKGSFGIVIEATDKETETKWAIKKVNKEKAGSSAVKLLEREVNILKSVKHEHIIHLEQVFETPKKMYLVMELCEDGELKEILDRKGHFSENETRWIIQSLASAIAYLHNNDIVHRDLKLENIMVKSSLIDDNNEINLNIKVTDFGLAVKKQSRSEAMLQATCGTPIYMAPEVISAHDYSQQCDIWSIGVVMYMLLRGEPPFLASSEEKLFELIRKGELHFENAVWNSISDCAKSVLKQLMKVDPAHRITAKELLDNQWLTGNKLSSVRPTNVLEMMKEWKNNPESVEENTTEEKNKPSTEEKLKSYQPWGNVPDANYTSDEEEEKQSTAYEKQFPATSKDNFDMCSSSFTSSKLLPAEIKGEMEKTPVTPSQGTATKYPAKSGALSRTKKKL
OX1R FRET antag = antagonists of human orexin 1 receptor (OX1R); O43613; OX1R-expressing cells, FRET antagonist read-out; inhibition, % at 6.6 µM; hit rate 1.8% among 330,000; AID 485270; in the data active means inhibition mostly above about 38%, no sharp cut-off; inactive means mostly below about 40%;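 further: 0% = agonist challenge alone and 100% = reference antagonist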
Target sequence (O43613 whole entry, looked up): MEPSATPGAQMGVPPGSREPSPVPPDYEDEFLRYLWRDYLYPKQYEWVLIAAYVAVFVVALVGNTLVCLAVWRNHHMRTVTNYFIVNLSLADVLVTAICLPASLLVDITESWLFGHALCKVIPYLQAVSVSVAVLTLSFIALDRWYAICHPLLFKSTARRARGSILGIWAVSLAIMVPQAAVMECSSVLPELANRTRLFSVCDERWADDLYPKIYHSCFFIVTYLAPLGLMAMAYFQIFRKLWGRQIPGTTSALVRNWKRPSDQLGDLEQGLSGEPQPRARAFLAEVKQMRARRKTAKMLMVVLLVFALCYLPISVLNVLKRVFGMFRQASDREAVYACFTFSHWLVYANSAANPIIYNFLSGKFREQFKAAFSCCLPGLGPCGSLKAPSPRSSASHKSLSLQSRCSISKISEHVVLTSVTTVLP
KCNQ2 inh = KCNQ2 potassium channel inhibitors, primary screen, cell-based, CHO-K1, FluxOR thallium flux, B-score (AID 2156); hit rate 1.1% among 310,000; 20 min; hits give low values; B-score at 10 µM;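 active means fluorescence ratio B-score at most minus 3 library SDs, with starting brightness B-score within 2 library SDs, cut at about -5.5 in these data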
* hit, by the source's call; i = inactive; nt = no result given.

SMILES	STK33 kinase inh	OX1R FRET antag	KCNQ2 inh
CNC[C@H]1Oc2c(NC(=O)C3CCCCC3)cccc2C(=O)N([C@H](C)CO)C[C@@H]1C	-1.0	6.2	nt
COc1ccc(/C=N/n2c(=O)[nH]c3c([nH]c4ccc(Cl)cc43)c2=O)cc1CN1CCCCC1	-0.3	7.8	i
O=C(NC1CCCC1)C1CCCN(S(=O)(=O)c2ccc(F)cc2)C1 (stereo not given)	-0.6	16.5	i
CSc1ccc(Cl)c(C(=O)Nc2nccs2)c1	0.1	8.9	i
Cn1c(=O)c2c(SCC(=O)N3CCOCC3)nc(-c3ccccc3F)nc2n(C)c1=O	-2.4	25.7	i
CCOC(=O)/C=C1\Nc2ccccc2OC1=O	-1.1	30.5	i
CCN(CC)c1ccc(C2C(C(=O)OC)=C(C)NC(C)=C2C(=O)OC)cc1	-1.3	8.7	i
CC(C)CN(C(=O)Cn1c(=O)cnc2ccccc21)C1CCS(=O)(=O)C1 (stereo not given)	-0.7	26.3	i
CC1CCC(NC(=O)CSc2nncn2C)CC1 (stereo not given)	-1.3	3.7	nt
CCOP(=O)(c1ccccc1)c1nc(-c2ccccc2C)oc1N1CCCCC1 (stereo not given)	-0.1	16.0	i
O=C(C[C@@H]1C/C=C\C[C@H](Cc2ccc(F)cc2)C(=O)OCCNC1=O)N[C@H](CO)Cc1ccccc1	-0.9	2.3	nt
CN(CC(=O)NCCc1ccc(F)cc1)Cc1cccs1	-1.1	20.1	i
FC(F)(F)c1ccc(/C=N/N2CCN(Cc3ccccc3)CC2)cc1	-0.7	8.8	i
O=C1CC(NCC2CCCO2)C(=O)N1c1ccc(F)cc1 (stereo not given)	-0.8	0.9	i
CC(=O)c1ccc(OCC(O)CN2CCN(S(=O)(=O)c3c(C)c(C)cc(C)c3C)CC2)cc1 (stereo not given)	-1.0	19.8	i
O=C(N/N=C/c1ccc(O)c(O)c1)C1c2ccccc2Oc2ccccc21	-1.2	16.3	i
COc1ccc(N2CCN(S(=O)(=O)CCNC(=O)c3ccc4c(c3)OCO4)CC2)cc1	-0.8	6.2	i
CC(Oc1ccc(Br)cc1)C(=O)NC1CCCCCC1 (stereo not given)	1.2	3.4	nt
Cc1cccc(C(=O)NC(=S)NNC(=O)Cc2ccccc2)c1	-1.0	10.9	i
Cc1ccc(C(=O)Nc2nnc(COc3ccccc3)s2)cc1	-1.5	11.8	i
CCOC(=O)C1=C(C)Nc2ccccc2S1	-0.9	5.6	i
COc1ccc(-c2oc3ncnc(NCCCO)c3c2-c2ccc(OC)cc2)cc1	8.3	13.0	i
CC(C)=NNC1=NC(C)(C)Cc2ccccc21	0.3	8.2	i
CCCn1c(CCC(=O)O)ccc1-c1ccc(OC)cc1	-0.9	12.7	i
O=C(Oc1c(CN2CCOCC2)cc(Cl)c2cccnc12)c1ccccc1Br	-1.5	14.4	i
CC1=CC(C)(C)Nc2ccc(OC(=O)C(Cc3ccccc3)N3C(=O)c4ccccc4C3=O)cc21 (stereo not given)	3.8	30.7	i
NC(=O)CN1C(=O)C2C3c4ccccc4C(c4ccccc43)C2C1=O (stereo not given)	0.9	16.0	i
O=C1CC(c2ccccc2)CC(O)=C1C=Nc1ccccc1O (stereo not given)	-0.3	30.1	i
N#Cc1cccc(N=Cc2c(O)ccc3ccccc23)c1	0.7	24.1	i
Cc1ccc(C(=O)OCC(=O)c2ccccc2)cc1	-0.8	13.3	i
CCn1c(SCC(=O)c2ccc(C)cc2)nnc1-c1ccoc1C	-2.4	10.0	i
O=C(CSc1nc2[nH]ncc2c(=O)[nH]1)NCCc1ccccc1	0.0	2.4	i
CC1CCCCN1Cc1c(O)ccc2c(=O)c(-c3ccc(Cl)cc3)coc12 (stereo not given)	-0.1	-1.8	i
Cc1ccc(C)c(NS(=O)(=O)c2ccc(-c3coc(C)n3)cc2)c1	-1.5	13.4	i
O=C(O)C1CCCCC1C(=O)Nc1ccc(S(=O)(=O)N2CCCCCC2)cc1 (stereo not given)	-1.5	6.3	i
O=C(NCc1ccccc1Cl)C1CCC(=O)N(CC2CCCCC2)C1 (stereo not given)	-0.1	3.0	i
CC1CCCC(NC(=O)COC(=O)/C=C/c2ccc3c(c2)OCO3)C1C (stereo not given)	-1.0	4.8	i
CCn1cnc2sc(C(=O)Oc3ccc(Br)cc3)c(C)c2c1=O	0.7	7.0	i
CCSc1n[nH]c(=S)s1	1.2	6.9	i
O=C(N/N=C1\CCCc2ccccc21)c1ccccc1[N+](=O)[O-]	1.1	13.1	i
CCC1CCC/C1=N\NC(=O)c1ccccc1Cl (stereo not given)	-2.2	-3.5	i
COc1cccc(OCc2nnc(SCC(=O)N3c4ccccc4Sc4ccc(Cl)cc43)o2)c1	-0.9	16.0	i
CC(=O)CCc1ccc(OCCCCN2CCC(Cc3ccccc3)CC2)cc1	-0.1	14.5	i
COc1ccc(NC(=S)N(CCC(C)C)C2CCN(C(C)C)CC2)cc1	-0.8	4.1	i
COc1ccc(NC(=O)c2cccc(N3C(=O)C4C5C=CC(C5)C4C3=O)c2)cc1Cl (stereo not given)	-1.4	18.8	i
CC1=C(C#N)C(c2ccccc2)C2=C(N1)c1ccccc1C2=O (stereo not given)	-1.5	30.1	i
S=C(Nc1ccc(Cl)cc1Cl)N1CCCC1	0.7	21.0	i
CCc1ccc(Nc2n[n+](-c3ccccc3)c(-c3cc(OC)c(OC)cc3Br)s2)cc1	-0.6	1.4	i
O=C(CCN1C(=O)C2CC=CCC2C1=O)N1CCN(c2ccccn2)CC1 (stereo not given)	-0.3	30.2	i
COc1ccc(CN2CCN(CCCc3ccccc3)C(CCO)C2)c(O)c1 (stereo not given)	-0.2	3.4	i
Cc1nc(-c2ccc(Cl)cc2)sc1C1(C)CC(c2cccc([N+](=O)[O-])c2)=NO1 (stereo not given)	0.4	24.4	i
COc1ccc(CCN2CC(C(=O)NCC(=O)Nc3ccc(F)c(F)c3)CC2=O)cc1OC (stereo not given)	2.2	16.6	i
Cc1ccc(-n2c(=O)[nH]c3cc(C(=O)NC4CCN(Cc5ccccc5)CC4)ccc3c2=O)cc1	-0.2	8.8	i
COc1ccc(S(=O)(=O)N2CCOCC2)cc1NC(=O)COc1ccc2c(C)cc(=O)oc2c1	-5.3	8.7	nt
Cc1ccc(S(=O)(=O)N(C)CC(=O)Nc2ccncc2)cc1	-1.4	27.7	i
O=S(=O)(NCC(c1ccc2c(c1)OCO2)N1CCOCC1)c1ccc(Br)cc1 (stereo not given)	-2.6	8.5	i
O=C(Cn1c(=O)oc2ccccc21)NCCc1ccccc1	-1.5	-7.3	i
COc1cccc(CN2CCCC(C(=O)N3CCCCC3)C2)c1OC (stereo not given)	-2.9	12.0	i
COC(=O)c1ccc(CSc2cc(C)c3cc(C)cc(C)c3n2)o1	0.3	-0.2	i
COc1cc(/C=C2\SC(c3ccc(C)cc3)=NC2=O)cc(OC)c1O	1.8	-1.5	i

One compound at a time, from the list above. Values in the order: STK33 kinase inh	OX1R FRET antag	KCNQ2 inh
O=C(Cn1c(=O)oc2ccccc21)NCCc1ccccc1 across the screens: -1.5	-7.3	i
O=C(CCN1C(=O)C2CC=CCC2C1=O)N1CCN(c2ccccn2)CC1 (stereo not given) across the screens: -0.3	30.2	i
COC(=O)c1ccc(CSc2cc(C)c3cc(C)cc(C)c3n2)o1 across the screens: 0.3	-0.2	i
Cc1ccc(S(=O)(=O)N(C)CC(=O)Nc2ccncc2)cc1 across the screens: -1.4	27.7	i
Cc1ccc(-n2c(=O)[nH]c3cc(C(=O)NC4CCN(Cc5ccccc5)CC4)ccc3c2=O)cc1 across the screens: -0.2	8.8	i

New compounds follow.
SMILES	STK33 kinase inh	OX1R FRET antag	KCNQ2 inh
COC(=O)c1cc(S(=O)(=O)Nc2ccc(C)cn2)c[nH]1	-1.2	14.1	i
Cc1ccc(C)c(N2C(=O)c3ccc(C(=O)OCC(=O)c4c(N)n(C)c(=O)n(C)c4=O)cc3C2=O)c1	-0.9	18.0	i
O=C(CCCc1c[nH]c2ccccc12)NCc1ccccc1C(F)(F)F	-1.7	18.1	i
CC(NC(=O)c1ccco1)C(c1cccs1)N1CCN(c2ccccc2F)CC1 (stereo not given)	0.9	14.4	i
CCCNC(=O)CN1CCN(c2cc3ccccc3c(Cl)n2)CC1	0.4	3.2	i
CCCCCN(C(=O)CCC(=O)OCCOc1cccc(Cl)c1)c1c(N)n(CCCC)c(=O)[nH]c1=O	-0.4	17.9	i
O=C1NC(=Nc2cccnc2)S/C1=C\c1cccc(F)c1	0.9	6.8	i
CC1CCCC(NC(=S)NC(=O)c2ccco2)C1C (stereo not given)	-3.5	4.2	nt
O=C(NCCCN1CCOCC1)c1ccc(-n2nc(C(F)(F)F)cc2-c2cccs2)cc1	-0.4	12.6	i
O=c1c2ccccc2nc2n1CCCS2	-0.4	2.5	i
CCOC(=O)c1cc(-c2ccccc2)n(CC(=O)Nc2cccc(OC)c2)c1C	-4.3	1.2	i
O=c1c(-c2c(O)cc(O)c3c2O[C@H](c2ccc(O)cc2)CC3)c(-c2ccc(O)cc2)oc2cc(O)cc(O)c12	25.3*	13.1	nt
C/C(=N\NC(=O)c1nnn(-c2nonc2N)c1CN(C)c1ccccc1)c1ccc(O)cc1	-1.0	27.3	i
CCOc1ccc(NC(=O)Cc2ccccc2)cc1	1.2	-5.3	i
Cc1nn(CC(=O)NCC(C)c2ccccc2)c(=O)c2cc(-c3ccccc3)nn12 (stereo not given)	-2.1	6.8	i
COc1ccc(NC(=S)NC(=O)/C=C/c2cccs2)cc1	0.1	27.0	i
CC(NC(=O)/C(=C/c1ccc2c(c1)OCO2)NC(=O)c1cccc([N+](=O)[O-])c1)C(=O)O (stereo not given)	0.6	17.0	i
O=C(NCc1ccccc1)c1c(Cl)nc(Cl)c(Cl)c1Cl	-2.0	10.5	i
COc1ccc(-c2nnn(CC(=O)NCc3ccc4c(c3)OCO4)n2)cc1OC	0.2	21.3	i
CC(C)C(c1nnnn1C(C)(C)C)N1CCOCC1 (stereo not given)	-0.1	20.3	i
COc1ccc(CN2CCNC(=O)C2CC(=O)O)cc1OC (stereo not given)	-2.4	5.9	i
COc1ccc(-c2[nH]ncc2N=Nc2cc(C)cc(C)c2)cc1	-0.5	16.8	i
COc1cccc(NC(=O)C(=O)N/N=C/c2ccc3c(c2)OCO3)c1	0.2	7.2	i
O=C(O)c1cc(-c2cccs2)nc2ccc(F)cc12	-0.2	28.6	i
C=CCN(c1ccccc1C(=O)O)S(=O)(=O)/C=C/c1ccccc1	-0.8	22.6	i
CCO[C@@H]1OC(C(=O)NCc2nc3ccccc3[nH]2)=C[C@H](C)[C@H]1CCCO	-2.1	31.7	i
CCn1c2ccccc2c2cc(NC(=O)c3cccc(OC)c3)ccc21	-0.6	103.8*	i
CC(=O)N1N=C(c2cccs2)CC1c1cccc([N+](=O)[O-])c1 (stereo not given)	-0.8	43.1	i
COc1ccccc1-c1c(C)oc2cc(OCC(=O)OCc3ccccc3)ccc2c1=O	-2.2	15.2	i
Oc1ccc(C=Nc2ccc(N3CCOCC3)cc2)c(O)c1	0.4	46.7	i
Cc1noc(C)c1CSCC(=O)OCC(=O)NC1CCCCC1	0.3	20.1	i
CC1CCCC(NC(=O)COC(=O)c2cc3ccccc3oc2=O)C1C (stereo not given)	-1.0	8.2	nt
CCOC(=O)Cn1nnnc1C(C(C)C)N(Cc1cc2c(C)cc(C)cc2[nH]c1=O)C1CCCC1 (stereo not given)	-1.8	7.5	i
Cn1c2c(c(=O)n(C)c1=O)C(c1ccc(C(F)(F)F)cc1)CC(=O)N2 (stereo not given)	-1.4	18.6	i
C=CCn1cc(C(=O)OC)c(=O)c2cc(S(=O)(=O)N3CCC(C)CC3)ccc21	0.7	8.1	i
O=C(O)c1ccccc1C(=O)Nc1ccc(Br)c2cccnc12	0.7	38.4	i
Cc1cnc(NC(=O)c2sc(Nc3ccccc3)nc2N)o1	4.9	1.8	i
COc1ccc(S(=O)(=O)N2Cc3ccccc3CC2C(=O)O)cc1 (stereo not given)	0.2	1.9	i
COc1ccc(C)cc1COC(=O)c1[nH]c(C)c(C(C)=O)c1C	-0.6	25.5	i
COCc1cc(=O)[nH]c2cc(NC(=O)c3cccc(OC)c3)c(C)cc12	-1.4	8.9	i
O=C(C(=O)N1CCOCC1)c1cn(CCOc2ccccc2)c2ccccc12	-0.3	14.2	i
CCOC(=O)CSC1=C(C#N)C(c2sccc2C)C(C(C)=O)=C(C)N1 (stereo not given)	-0.2	14.7	i
COCCN1C(=O)C(=O)/C(=C(/O)c2ccc(S(=O)(=O)N3CCCCC3)cc2)C1c1ccc(O)c(OC)c1 (stereo not given)	-0.9	7.8	i
CC(Sc1ccccc1)C(=O)N1CCN(S(=O)(=O)c2cccc(Br)c2)CC1 (stereo not given)	-1.8	24.9	i
CC(=O)NCC(=O)N(C)C(C(=O)Nc1ccc2c(c1)OCCO2)c1ccc(C)cc1 (stereo not given)	0.0	23.0	i
Cc1ccccc1CN1CCNC(=O)C1CC(=O)NC1CCCCCCC1 (stereo not given)	-0.1	15.7	i
Cc1ccc(S(=O)(=O)N2[C@@H](c3ccccc3F)C(C(=O)O)=CC[C@H]2c2ccc(Cl)cc2)cc1	-2.5	64.8*	nt

Compounds above that contain a furan ring, fused or not, in the order listed:
SMILES	STK33 kinase inh	OX1R FRET antag	KCNQ2 inh
COc1ccc(-c2oc3ncnc(NCCCO)c3c2-c2ccc(OC)cc2)cc1	8.3	13.0	i
CCn1c(SCC(=O)c2ccc(C)cc2)nnc1-c1ccoc1C	-2.4	10.0	i
COC(=O)c1ccc(CSc2cc(C)c3cc(C)cc(C)c3n2)o1	0.3	-0.2	i
CC(NC(=O)c1ccco1)C(c1cccs1)N1CCN(c2ccccc2F)CC1 (stereo not given)	0.9	14.4	i
CC1CCCC(NC(=S)NC(=O)c2ccco2)C1C (stereo not given)	-3.5	4.2	nt
